Screening data from PubChem BioAssay.
TRPC4 inh: inhibitors of mouse TRPC4 channel, primary screen, Fluo4 calcium, HEK293 TRPC4beta/mu-opioid cells; Short transient receptor potential channel 4 (Mus musculus), Q9QUQ5; DAMGO-evoked Fluo4 calcium flux; hits give low values; B-score at 10 µM; 0.39% of 300,000 active; AID 2247, 2010;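 active = B-score over 3 SD under the library average, no early fluorescence shift, positive overall ratio signal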
Target sequence (Q9QUQ5 whole entry, looked up): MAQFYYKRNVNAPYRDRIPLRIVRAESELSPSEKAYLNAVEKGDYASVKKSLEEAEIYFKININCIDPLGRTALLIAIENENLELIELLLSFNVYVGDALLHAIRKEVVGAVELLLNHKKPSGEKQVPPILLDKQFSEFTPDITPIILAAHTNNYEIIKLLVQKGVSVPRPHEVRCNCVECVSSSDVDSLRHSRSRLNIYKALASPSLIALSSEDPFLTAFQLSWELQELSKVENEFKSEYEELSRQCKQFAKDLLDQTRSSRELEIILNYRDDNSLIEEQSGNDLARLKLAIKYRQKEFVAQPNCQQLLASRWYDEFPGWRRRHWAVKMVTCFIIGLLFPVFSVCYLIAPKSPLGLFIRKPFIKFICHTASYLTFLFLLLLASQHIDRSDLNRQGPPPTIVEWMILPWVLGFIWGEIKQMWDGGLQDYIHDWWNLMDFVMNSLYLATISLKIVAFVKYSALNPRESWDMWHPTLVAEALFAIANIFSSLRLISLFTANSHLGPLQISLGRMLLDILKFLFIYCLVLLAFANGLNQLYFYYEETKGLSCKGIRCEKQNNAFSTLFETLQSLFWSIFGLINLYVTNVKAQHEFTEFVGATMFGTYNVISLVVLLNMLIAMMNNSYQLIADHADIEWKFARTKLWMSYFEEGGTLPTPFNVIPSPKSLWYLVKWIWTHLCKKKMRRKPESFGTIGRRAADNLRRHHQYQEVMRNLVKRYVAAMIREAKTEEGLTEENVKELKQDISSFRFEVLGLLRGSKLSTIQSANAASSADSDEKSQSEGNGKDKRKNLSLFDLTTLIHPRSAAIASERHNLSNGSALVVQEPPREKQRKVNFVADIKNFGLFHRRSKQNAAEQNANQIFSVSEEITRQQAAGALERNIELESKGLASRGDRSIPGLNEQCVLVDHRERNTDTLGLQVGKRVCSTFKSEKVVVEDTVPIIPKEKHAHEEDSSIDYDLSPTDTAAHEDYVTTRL
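Material: HEK293 cells with stable TRPC4beta plus mu-opioid receptor expression / Probe or stimulus: DAMGO in two steps, submaximal then maximal / Compound: single concentration per test compound / Technique: kinetic Fluo4 fluorescence imaging of calcium influx / Read-out: per-well B score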
MrgX1 antag: antagonists of human MrgX1 receptor, primary screen, HEK293 cells, Fluo-4 calcium flux | Mas-related G-protein coupled receptor member X1 (Homo sapiens), Q96LB2 | B-score at 10 µM | BAM8-22 antagonism; hits give low values | 1.3% of 310,000 active;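 active = calcium-response B-score plate-corrected more than 3 library SD below zero, starting fluorescence within 5 deviations, no agonist response on first addition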;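 note: peak minus trough fluorescence over baseline after final BAM8-22 challenge near maximal dose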
HIF act: HIF pathway transcriptional activators, primary screen, cell-based, U2OS HRE-luciferase, luminescence; activation, % at 7.5 µM (by protocol); AID 1910, 2009; U2OS HRE-luciferase reporter; normalized: DMSO 0%, desferrioxamine 100%; 0.32% of 300,000 active;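 active = mean activation of at least 10% of the iron chelator positive control signal, with at least half of replicates also reaching 10%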
PolyA inhibitor: polyadenylation inhibitors in yeast reporter cells, primary screen, luminescence, S. cerevisiae. calls only at 12 µM. 0.02% of 300,000 active. AID 1875, 2009. S. cerevisiae SKY197-pL101 polyadenylation reporter, beta-gal luminescence; efflux-impaired pdr1/pdr3 knockout yeast; score 100 = 6 SD above DMSO;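 active = lowest replicate activity score at least 50, where 100 means six control SD above control mean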;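 note: yeast exposed to compound for 9 h at 30 °C; higher score means more reporter readthrough which indicates perturbed polyadenylation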
TRPC6 activator: mouse TRPC6 channel activators, primary screen, cell-based, HEK293, membrane potential dye; 0.13% of 310,000 active; HEK293-TRPC6 membrane potential dye fluorescence; hits give high values; AID 2550, 2010; Short transient receptor potential channel 6 (Mus musculus), Q61143; B-score at 10 µM;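 active = B-score of the integrated fluorescence ratio above library mean plus 3 SD, and starting fluorescence ratio within library mean plus 5 SD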;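 note: higher score means more depolarization so channel activation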
TRPC6 inhibitor: mouse TRPC6 channel inhibitors, primary screen, cell-based, HEK293, membrane potential dye; Short transient receptor potential channel 6 (Mus musculus), Q61143; ACh-evoked depolarization; hits give low values; B-score at 10 µM; 1.1% of 310,000 active; AID 2553, 2010;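 active = B-score under library mean minus 3 SD, initial fluorescence not abnormally high, positive integrated signal ratio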;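 note: B-score derived from integrated fluorescence ratio over the kinetic read; more negative B-score means stronger inhibition of depolarization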
MrgX1 ag: agonists of human MrgX1 receptor, primary screen, HEK293 cells, Fluo-4 calcium flux; Mas-related G-protein coupled receptor member X1 (Homo sapiens), Q96LB2; Fluo-4 calcium fluorescence, agonist mode; hits give high values; B-score at 10 µM; 0.44% of 310,000 active; AID 588627, 2011;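 active = calcium response B-score plate-corrected fluorescence ratio at least 3 library SD, with starting fluorescence B-score inside 5 SD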
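Test system: Stable human MrgX1 HEK293 cell line | Schedule: Overnight plating before 1 h dye loading | Read-out basis: Baseline-normalised fluorescence change ratio, B-scored | Detection: Kinetic calcium dye fluorescence, Fluo-4 NW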
AI-2 QS modul: Vibrio harveyi AI-2 quorum sensing modulators, primary screen, JMH597 strain, luminescence/OD600 ratio; Vibrio harveyi JMH597 AI-2 luminescence/OD600 ratio, 9 h; hits give low values; strain lacks LuxN and CqsS sensors; 0 = neutral-control median; activity change, % at 7.5 µM; 0.4% of 300,000 active; in the data active = activity change below about -75%, passing the limit was not always enough;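 note: luminescence divided by OD600 gain over 9 h not by final OD600 alone; inactives centre near 13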
MrgX1 PAM: positive allosteric modulators of MrgX1, primary screen, HEK293 cells, Fluo-4 calcium flux; FDSS; hits give high values; 0.63% of 310,000 active; AID 588675, 2011; Mas-related G-protein coupled receptor member X1 (Homo sapiens), Q96LB2; B-score at 10 µM;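 active = plate-corrected calcium response at least 3 library SD above typical, normal starting fluorescence, not activating the receptor alone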;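 note: compound read alongside a low EC10 to EC30 dose of BAM8-22 agonist; peak minus trough fluorescence over baseline measured at the second addition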
TRPC4 potent: positive allosteric modulators of TRPC4, primary screen, cell-based, mouse TRPC4beta, HEK293 mu-opioid, Fluo-4 calcium | B-score at 10 µM | 0.42% of 310,000 active | DAMGO EC20, Fluo-4 Ca2+ flux; hits give high values | AID 2227, 2009;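 active = B-score of calcium response area above 5 SD of library B-scores, with initial fluorescence ratio within 5 SD of library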;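 note: B-score of integrated fluorescence ratio over time as area under calcium response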
TRPC4 agonist: activators of mouse TRPC4 channel, primary screen, Fluo4 calcium, HEK293 TRPC4beta/mu-opioid cells. AID 2237, 2010. B-score at 10 µM. 0.49% of 310,000 active. Fluo4 calcium fluorescence; hits give high values;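 active = B-score above 5 SD of library B-scores, and initial fluorescence ratio not above library mean plus 5 SD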;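 note: positive B-score marks a calcium rise read as TRPC4 activation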
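Assay system: HEK293 cells stably co-expressing mouse TRPC4beta and mu-opioid receptor / Timing: Fluo4 dye loading 45 min at room temperature, 110 s recording / Signal: Fluo4 calcium-sensitive dye fluorescence, kinetic, 1 Hz baseline / Read-out: integrated baseline-normalised fluorescence ratio, converted to per-well B score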
* = called active by the depositor; i = inactive; / = not tested or not shown. These rows are one share of the data; rates above refer to the full screens.

SMILES	TRPC4 inh	MrgX1 antag	HIF act	PolyA inhibitor	TRPC6 activator	TRPC6 inhibitor	MrgX1 ag	AI-2 QS modul	MrgX1 PAM	TRPC4 potent	TRPC4 agonist
O=C(c1ccc2c(c1)OCO2)N(Cc1ccco1)C1(C(=O)NC2CCCCC2)CCCCC1	i	i	-0.3	i	i	i	i	10	i	i	i
COc1ccc(CCNC(=O)c2sc3cc(C)ccc3c2Cl)cc1	i	i	0.0	i	i	i	i	29	i	i	i
CC1CCN(CC(=O)Nc2nccs2)CC1	i	i	1.2	i	i	i	i	26	i	i	i
CCC(C)[C@H](NC(=O)C1CC(=O)N(c2ccc(OC)cc2)C1)C(=O)NC1CCCC1 (stereo not given in full)	i	i	0.0	i	i	i	i	14	i	i	i
O=C(NCCOc1ccccc1)c1ccccc1Cl	i	i	1.2	i	i	i	i	5	i	i	i
Cc1ccc(NC(=O)/C(CN(C)C)=N\O)cc1	i	i	2.7	i	i	i	i	18	i	i	i
CCCCNC(=O)COC(=O)c1ccc(N(C)C)cc1	i	i	-0.1	i	i	i	i	18	i	i	i
Cc1cc(O)c(NC(=O)c2ccc(C)c([N+](=O)[O-])c2)cc1C	i	i	1.1	i	i	i	i	7	i	i	i
O=C(Cc1c[nH]c2ccccc12)NCc1ccncc1	i	i	0.7	i	i	i	i	9	i	i	i
O=C(O)CN1C(=O)CCS(=O)c2ccccc21 (stereo not given)	i	i	/	i	i	i	i	7	i	i	i
O=C(CSc1nc2cc(Cl)ccc2s1)c1cc2ccccc2o1	i	i	/	i	i	i	i	32	i	i	i
O=C(CCc1nnc(Cc2ccc3c(c2)OCO3)o1)NCCc1ccccc1Cl	i	i	-0.4	i	i	i	i	-16	i	i	i
Cc1ccc(C(=O)Nc2ccc(Nc3ccccc3)cc2)c(Cl)c1	i	i	1.0	i	i	i	i	4	i	i	i
COc1ccc(N2CCN(c3ccc(N)cc3C#N)CC2)cc1	i	i	0.4	i	i	i	i	11	i	i	i
COc1ccc(C2=CC(c3ccc(C)cc3)n3nnnc3N2)cc1 (stereo not given)	i	i	-0.4	i	i	i	i	12	i	i	i
CCc1ccc(O)c(N=Cc2cccc(C)c2O)c1	i	i	/	i	i	i	i	18	i	i	i
O=C(Cc1cccs1)Nc1ccc(-c2nnn(CC(=O)N3CCOCC3)n2)cc1	i	-6.4*	/	i	i	i	i	15	i	i	i
CCc1ccc(-c2cc(C)no2)cc1S(=O)(=O)NCCc1ccc(OC)c(OC)c1	i	i	0.8	i	i	i	i	-12	i	i	i
COc1ccccc1C(=O)COC(=O)c1c(-c2ccccc2)noc1C	i	i	-0.3	i	i	i	i	-5	i	i	i
O=C1NCCN1CCNS(=O)(=O)c1ccc(F)cc1	i	i	-0.3	i	i	i	i	18	i	i	i
O=C(O)CC(CNC(=O)C1CCCN1C(=O)OCc1ccccc1)c1ccccc1 (stereo not given)	i	i	0.8	i	i	i	i	-2	i	i	i
COc1ccc(C2CC(c3ccccc3OC(C)=O)=NN2C(=O)/C=C/c2ccccc2)cc1 (stereo not given)	i	i	1.2	i	i	i	i	4	i	i	i
O=C(NCc1ccco1)c1csc2c1CCCCC2	i	i	0.8	i	i	i	i	12	i	i	i
CCCC(=O)Nc1nnc(SCC(=O)Nc2ccc3c(c2)OCCO3)s1	i	i	-0.7	i	i	i	i	18	i	i	i
COc1ccc(OC)c(-n2c(SCC(=O)NCc3ccco3)nnc2-c2c[nH]c3ccccc23)c1	i	i	0.2	i	i	i	i	22	i	i	i
CCOc1ccccc1C1CC(=O)NC2=C1C(=O)CCC2 (stereo not given)	i	i	1.2	i	i	i	i	6	i	i	i
CCOC(=O)c1cc(-c2ccc(F)cc2)n(CC(=O)NCc2ccccn2)c1C	i	i	0.4	i	i	i	i	23	i	i	i
CCN(CC)C(=O)CSc1ccc(C(F)(F)F)cc1[N+](=O)[O-]	i	i	-0.1	i	i	i	i	-1	i	i	i
CC(C)CSc1nc2ccccc2n1CC(N)=O	i	i	0.5	i	i	i	i	15	i	i	i
Cc1cc(NC(=O)CCC(=O)N(Cc2ccc(F)cc2)C(C(=O)NC2CCCC2)c2ccco2)no1 (stereo not given)	i	i	0.0	i	i	i	i	6	i	i	i
O=C(O)Cc1ccc(NC(=O)c2ccc(NC(=O)c3ccco3)cc2)cc1	i	i	0.0	i	i	i	i	22	i	i	i
COC(=O)N1N=C(c2ccc(Br)cc2)CC1(O)C(F)(F)F (stereo not given)	i	i	2.6	i	i	i	i	25	i	i	i
CCN1CCN(c2ccc(S(=O)(=O)N3CCCCC3)cc2NC(=O)c2ccccc2)CC1	i	i	0.2	i	i	i	i	15	i	i	i
c1ccc(-n2nnnc2-c2cccnc2)cc1	i	i	-0.3	/	i	i	i	5	i	i	i
O=C(Nc1cccnc1)c1cc2cc(Br)ccc2oc1=O	i	/	0.6	i	i	i	/	11	/	i	i
O=C(NCCCN1CCN(c2ccccc2F)CC1)C1CCC(=O)N1C1CCCC1 (stereo not given)	i	i	0.0	i	i	i	i	12	i	i	i
COc1cc(/C=C/c2ccc3c(Br)cc(Br)c(O)c3n2)ccc1O	i	i	-0.8	i	i	i	i	80	i	i	i
COCc1cc(=O)[nH]c(SCC(=O)N2CCOCC2)n1	i	i	-0.3	i	i	i	i	8	i	i	i
CC(=O)Nc1ccc(S(=O)(=O)N2CCN(CC(=O)N3CCOCC3)CC2)cc1	i	i	-0.1	i	i	i	i	4	i	i	i
Cc1ccc(C)c(S(=O)(=O)NCc2cccnc2)c1	i	i	-0.4	i	i	i	i	2	i	i	i

At a glance, some entries already given:
SMILES	TRPC4 inh	MrgX1 antag	HIF act	PolyA inhibitor	TRPC6 activator	TRPC6 inhibitor	MrgX1 ag	AI-2 QS modul	MrgX1 PAM	TRPC4 potent	TRPC4 agonist
Cc1ccc(NC(=O)/C(CN(C)C)=N\O)cc1	i	i	2.7	i	i	i	i	18	i	i	i
CCCCNC(=O)COC(=O)c1ccc(N(C)C)cc1	i	i	-0.1	i	i	i	i	18	i	i	i
Cc1cc(O)c(NC(=O)c2ccc(C)c([N+](=O)[O-])c2)cc1C	i	i	1.1	i	i	i	i	7	i	i	i

Further entries.
SMILES	TRPC4 inh	MrgX1 antag	HIF act	PolyA inhibitor	TRPC6 activator	TRPC6 inhibitor	MrgX1 ag	AI-2 QS modul	MrgX1 PAM	TRPC4 potent	TRPC4 agonist
CCCc1cc(C(=O)N2CCCN(C)CC2)cs1	i	i	0.0	i	i	i	i	6	i	i	i
C/C(=N\NC(=O)c1ccn(C)n1)c1ccco1	i	i	1.6	i	i	i	i	28	i	i	i
Cc1ccc(-n2nnnc2Sc2nc([N+](=O)[O-])nn2C)cc1C	i	i	-0.4	i	i	i	i	12	i	i	i
COCCCN=Cc1c(C)[nH]n(-c2ccc(Br)c(C)c2)c1=O	i	i	0.0	i	i	i	i	12	i	i	i
O=CN1CCN(C(=O)c2ccc([N+](=O)[O-])cc2)CC1	i	i	-1.4	i	i	i	i	14	i	i	i
C=CCNC(=O)CSc1nc2sc3c(c2c(=O)n1CCCOC)CCC3	i	i	-2.4	i	i	i	i	14	i	i	i
CC(C)Oc1ccc(S(=O)(=O)N2CCCCC2)cc1NC(=O)C1CCC1	i	i	-1.9	i	i	i	i	-7	i	i	i
O=S(=O)(c1ccccc1F)N(Cc1ccco1)Cc1nnc(-c2ccccc2Br)o1	i	/	/	/	i	i	/	20	/	i	i
CCn1c(C)nc2cc(S(N)(=O)=O)ccc21	i	i	-0.2	i	i	i	i	11	i	i	i
O=c1[nH]c2ccsc2c(=O)n1-c1ccc(F)cc1	i	i	-0.2	i	i	i	i	10	i	i	i
NC(=O)CCNC(=O)c1ccc(Cl)cc1	i	i	-0.2	i	i	i	i	9	i	i	i
Cc1cccc(C(OC(=O)c2ccco2)C(=O)NCc2ccccc2)n1 (stereo not given)	i	i	/	i	i	i	i	-4	i	i	i
O=C(NCC(=O)N1CCN(c2ccccc2O)CC1)C1CCCCC1	i	i	0.7	i	i	i	i	-8	i	i	i
Cc1cc(-c2nc3c4c5c(sc4[nH]c(=O)n3n2)CCC5)c(C)o1	i	i	0.2	i	i	i	i	28	i	i	i
COCCNc1c(-c2ccc(OC)cc2)nc2ccc(Cl)cn12	i	i	3.0	i	i	i	i	32	i	i	i
CCn1c(SCC(=O)N2CCC(C)CC2)nc2c1c(=O)n(C)c(=O)n2C	i	i	0.1	i	i	i	i	24	i	i	i
COc1ccc(-c2nc(CS(=O)(=O)CC(=O)NCCCN3CCN(C)CC3)c(C)o2)cc1	i	i	-0.4	i	i	i	i	-7	i	i	i
Fc1cc(Br)ccc1NC(=S)Nc1ccccc1	i	i	2.4	i	i	i	i	18	i	i	i
O=C(O)CCCN1C(=O)C(=O)/C(=C(/O)c2ccc(Cl)cc2)C1c1ccccc1 (stereo not given)	i	i	/	i	i	i	i	-2	i	i	i
Cc1ccc(NC(=S)N(Cc2ccccc2)C(C)C)cc1	i	i	0.4	i	i	i	i	13	i	i	i
CC(=O)c1cccc(Nc2nc(N3CCOCC3)nc(N3CCOCC3)n2)c1	i	i	-0.2	i	i	i	i	7	i	i	i
Cn1c2ccccc2c2c(C(=O)N3CCN(c4ccc(F)cc4)CC3)cn(C3CCCC3)c(=O)c21	i	i	-0.6	i	i	i	i	49	i	i	i
O=C(NCc1cccnc1)c1ccccc1NS(=O)(=O)c1ccc(F)cc1	i	i	-0.3	i	i	i	i	-3	i	i	i
CCOC(=O)C1=C(COC(=O)c2cccc(Cl)c2)NC(=O)NC1C (stereo not given)	i	i	-0.9	i	i	i	i	1	i	i	i
